FLuc counter: inhibits or activates purified firefly luciferase, miR-21 counter-screen | P08659 | purified FLuc, Km substrates, luminescence inhibition | Potency, µM (series often up to 57.5 µM), without a hit: at the highest dose activity change, negative = inhibition, actives largely listed as inhibitors | 6.9% of 360,000 active | AID 588342;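 note: plate controls were vehicle for no effect and reference inhibitor for full effect; nearly all actives have a fitted effect of over 55% in size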
Target sequence (P08659 whole entry, looked up): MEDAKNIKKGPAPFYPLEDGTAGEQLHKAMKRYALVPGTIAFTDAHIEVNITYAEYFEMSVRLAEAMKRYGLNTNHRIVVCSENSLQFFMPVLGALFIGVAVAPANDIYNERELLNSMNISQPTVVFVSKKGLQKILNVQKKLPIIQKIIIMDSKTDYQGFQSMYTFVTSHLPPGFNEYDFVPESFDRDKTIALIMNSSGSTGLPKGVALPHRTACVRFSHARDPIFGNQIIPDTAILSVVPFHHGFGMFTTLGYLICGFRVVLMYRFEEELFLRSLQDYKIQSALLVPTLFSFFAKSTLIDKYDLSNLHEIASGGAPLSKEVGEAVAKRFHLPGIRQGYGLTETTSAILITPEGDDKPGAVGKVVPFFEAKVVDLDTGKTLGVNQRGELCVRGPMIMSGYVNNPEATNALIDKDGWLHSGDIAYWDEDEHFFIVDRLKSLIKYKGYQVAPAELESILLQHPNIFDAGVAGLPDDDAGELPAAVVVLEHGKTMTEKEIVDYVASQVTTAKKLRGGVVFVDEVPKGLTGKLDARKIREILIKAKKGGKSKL
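Purified P. pyralis luciferase (10nM final) with 10uM D-luciferin and 10uM ATP (Km levels) in 50mM Tris acetate pH 7.5, 10mM Mg acetate, 0.01% Tween-20, 0.05% BSA; qHTS 6-point titration, ~60 µM downward; luminescence read.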
BRCA1 expr act: activators of BRCA1 expression; MCF7-BRCA1-FFLuc reporter, luminescence, 48 h; response scale: scaled: vehicle 0%, 10 µM genistein 100%; Potency, µM (doses to about 46.1 µM), without a hit: top-dose activation, actives largely listed as activators; 1.1% of 380,000 active; note: nearly all actives have a fitted effect of over 80% in size; some results filed as inactive show a strong effect at the top dose
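Luminescence from a BRCA1-driven firefly luciferase in MCF7 cells was read after 48 h compound exposure at 37 C. Data normalized against DMSO and a 10microM genistein activation control, then curve-fitted across the titration.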
* marks the source's active call; other numbers are inactive results; ? = inconclusive. Calls come from the whole dose curve; as a rule, active = well fitted curve in the direction sought with a large enough effect; inconclusive = small, poorly fitted or top-dose-only effect, or another doubt; inactive = no such curve, though single readings can be large; an effect the other way counts as inactive or inconclusive. Potency is the fitted concentration of half-maximal effect. A portion of the library. The share of hits here may be higher or lower than overall.

nr | compound | FLuc counter | BRCA1 expr act
1 | Cc1nn(CC(=O)N2CCCCC2)c(=O)c2cc3occc3n12 | -2% | 0%
2 | COC(=O)CC1Oc2ccc(Cl)cc2-n2cc(-c3ccccc3)nc21 (stereo unspecified) | -1% | -23%
3 | O=C(CCCCn1c(=O)c2ccccc2n(Cc2cccc(Cl)c2)c1=O)NCc1ccc2c(c1)OCO2 | -3% | 9%
4 | CCOC(=O)C1(C)C=C(Nc2ccc(C(=O)O)cc2)C(=O)N1c1ccc(C(=O)O)cc1 (stereo unspecified) | -9% | 15%
5 | CN(C(=O)CSc1nc2ccccc2n1CC(=O)N(C)c1ccc(F)cc1)c1ccccc1 | -3% | 0%
6 | Cc1ccc(-c2noc(C(C)NC(=O)c3ccco3)n2)cc1 (stereo unspecified) | -11% | -4%
7 | CCc1ccc(CNC(=O)c2ccc(CS(=O)(=O)Cc3ccccc3C)o2)cc1 | -4% | -24%
8 | COC(=O)c1c(SCC(=O)Nc2cc(C)cc(C)c2)[nH]c2ccccc2c1=O | ? | -2%
9 | CSc1cccc(N2C(=O)N(CC(=O)NCc3ccccc3Cl)c3ccccc3S2(=O)=O)c1 | -1% | -6%
10 | COc1cc(NC(=O)c2cc3cc4ccc(C)cc4nc3o2)cc(OC)c1OC | -5% | 1%
11 | Cc1ccc(NC(=O)[C@H](CSCc2ccccc2)N2Cc3ccccc3C2=O)cc1 | 4% | 13%
12 | CCc1ccc(Sc2cc(C(=O)NCCCN3CCC(C)CC3)c3ccccc3n2)cc1 | 0% | -44%
13 | C#CCn1c(=O)n(-c2cccc(Cl)c2C)c(=O)c2c3c(sc21)CN(C(C)=O)CC3 | 1% | -2%
14 | COc1ccc(CN2C(=O)N(c3cccc(C)c3)C(=O)C2CC(=O)Nc2ccc(F)cc2)cc1OC (stereo unspecified) | -3% | -7%
15 | CCCC(=O)N1CCc2cc(OC)c(OC)cc2C1COc1ccc(C(=O)OC)cc1 (stereo unspecified) | -4% | -22%
16 | COc1ccc(-c2c(C)nn3c(N4CCN(c5ccccc5F)CC4)cc(C)nc23)cc1OC | 2% | 4%
17 | CCOc1c(Cl)cc(Cl)cc1CNCCSc1nnnn1C | -9% | -5%
18 | CCN(CC)CCCNC(=O)Cc1ccc(NC(=O)N2CCCCc3ccccc32)cc1 | 4% | 0%
19 | COc1cc(OC)c(Nc2ncnc3onc(-c4cccc(Cl)c4)c23)cc1Cl | -3% | 5%
20 | COc1ccc(N(CC(=O)NCCc2ccccc2)S(=O)(=O)c2c(C)nn(C)c2C)cc1 | -6% | 0%
21 | COc1ccccc1C(=O)Nc1c(C(=O)N2CCN(c3ccccc3F)CC2)oc2ccccc12 | -4% | -27%
22 | COc1cccc(C(=O)Nc2nc(-c3nnn(-c4cccc(Cl)c4C)c3C)ns2)c1 | 12µM* | 3%
23 | O=C(CCn1c(=O)c2ccccc2n(Cc2cccc(F)c2)c1=O)NCc1ccc2c(c1)OCO2 | 0% | 3%
24 | CCOC(=O)c1noc2ncnc(Nc3cccc(OC)c3)c12 | -6% | 2%
25 | COc1ccccc1C(=O)Nc1ccc2nc(SCCOc3ccccc3C)sc2c1 | 4% | 0%
26 | CCN(CCCNC(=O)c1cc2c(=O)n(CC)c3ccccc3c2s1)c1cccc(C)c1 | 1% | -19%
27 | COc1ccc(-c2nc(C)c(CCNC(=O)c3ccc(F)c(F)c3)s2)cc1 | 21µM* | 67%
28 | Cc1cc(SCC(=O)Nc2ccc(C(F)(F)F)cc2)nc(=O)[nH]1 | -8% | -3%
29 | Cc1oc2ncn(C)c(=O)c2c1C(=O)NCCCN1CCCCC1C (stereo unspecified) | -5% | 0%
30 | COc1cccc(NC(=O)Cn2c(=O)oc3cc(S(=O)(=O)N4CCCCC4)ccc32)c1 | -8% | 9%
31 | COc1ccc2c(CNCCc3ccco3)c(C(=O)O)n(Cc3ccc(F)cc3)c2c1 | 6% | -17%
32 | COc1ccc(NC(=O)C2=C(C)C(=O)OC23CCN(C(C)C)CC3)cc1Cl | -4% | 22%
33 | Cc1cccc(NC(=O)C2CCCN(S(=O)(=O)c3c(C)n[nH]c3C)C2)c1 (stereo unspecified) | -2% | -1%
34 | COc1cc(CNCCSc2nnnn2C)ccc1OCc1ccccc1 | -11% | 60%
35 | CC(=O)N1CCc2c(sc3c2c(=O)n(-c2ccccc2)c(=O)n3CC(=O)Nc2ccccc2C)C1 | -6% | 5%
36 | CCCCCn1c(=O)[nH]c2cc(C(=O)NCc3ccc(C)cc3)ccc2c1=O | 1% | 16%
37 | CCOc1ccc(-c2nnc(SCC(=O)Nc3cc(C)ccc3OC)o2)cc1 | ? | 9%
38 | CCOC(=O)C1=C(CS(=O)(=O)c2ccc(C)c(C)c2)NC(=O)NC1c1ccccc1OCC (stereo unspecified) | 5% | -1%
39 | CCn1cc2nc(SCc3cccc(C)c3)n(CCc3ccccc3)c(=O)c2n1 | 4% | -36%
40 | COc1cccc(Cn2c(Oc3cc(C)cc(C)c3)nc3c2c(=O)n(C)c(=O)n3C)c1 | -2% | 13%

Other entries follow:
item	Structure	FLuc counter	BRCA1 expr act
41	CC(C)CN(CC(C)C)S(=O)(=O)c1ccc(C(=O)Nc2sc3c(c2C(N)=O)CCN(C(C)C)C3)cc1	0%	-24%
42	Cc1cccc(Nc2ncnc3onc(-c4ccc(Cl)cc4)c23)c1C	6%	-7%
43	COc1ccc(NC(=O)CSc2nc3c(oc4ccccc43)c(=O)n2-c2ccccc2)cc1OC	1%	6%
44	O=C(OCc1cc(=O)n2nc(-c3cccs3)sc2n1)c1ccc(Cl)cc1	-3%	0%
45	COc1cc(C(=O)Nc2ccc3nc(SCc4ccccc4)sc3c2)cc(OC)c1OC	-11%	-25%
46	CC1CCN(S(=O)(=O)c2cc(C(=O)Nc3ccc(Br)cc3F)n(C)c2)CC1	-4%	-29%
47	O=C(CN1C(=O)C2(SCC(=O)N2c2ccc(F)c(F)c2)c2ccccc21)Nc1cccc(Cl)c1 (stereo unspecified)	-4%	-64%
48	CCC(=O)N1CCc2cc(S(=O)(=O)CCC(=O)N3CCN(c4ccccc4Cl)CC3)ccc21	-3%	9%

Shown screen by screen: entries from further up.
47) O=C(CN1C(=O)C2(SCC(=O)N2c2ccc(F)c(F)c2)c2ccccc21)Nc1cccc(Cl)c1 (stereo unspecified)
48) CCC(=O)N1CCc2cc(S(=O)(=O)CCC(=O)N3CCN(c4ccccc4Cl)CC3)ccc21
assay / compound	47	48
FLuc counter	-4%	-3%
BRCA1 expr act	-64%	9%

Carrying on:
item	Structure	FLuc counter	BRCA1 expr act
49	CCOc1ccc(CNC(=O)c2ccc3c(Cl)c4c(nc3c2)CCCC4)cc1	-14%	25%
50	Cc1cccc(-n2ccnc2SCC(=O)Nc2ccc(F)cc2F)c1C	-11%	-22%
51	COc1ccc(NC(=O)c2cnc(Nc3ccc(C)c(Cl)c3)c3ccccc23)c(OC)c1	-2%	3%
52	CC(C)C(=O)Nc1cccc(NC2=NS(=O)(=O)c3ccccc32)c1	2%	-12%
53	COC(=O)c1ccccc1NS(=O)(=O)c1ccc2c(c1)CCCN2C(C)=O	-13%	4%
54	CCn1cc(C(=O)N2CCN(c3cc(C)ccc3C)CC2)c(=O)c2cc(S(=O)(=O)N(C)C3CCCCC3)ccc21	?	3%
55	CCOc1ccc(NC(=O)CN2C(=O)c3ccccc3Sc3ccc(C(=O)OC)cc32)cc1	6%	5%
56	COc1ccc(NC(=O)C2=C(C)Nc3ncnn3C2c2ccccn2)cc1 (stereo unspecified)	-3%	7%

Arranged by SMILES length (lowest first): some entries from above.
item	Structure	FLuc counter	BRCA1 expr act
34	COc1cc(CNCCSc2nnnn2C)ccc1OCc1ccccc1	-11%	60%
50	Cc1cccc(-n2ccnc2SCC(=O)Nc2ccc(F)cc2F)c1C	-11%	-22%
42	Cc1cccc(Nc2ncnc3onc(-c4ccc(Cl)cc4)c23)c1C	6%	-7%
56	COc1ccc(NC(=O)C2=C(C)Nc3ncnn3C2c2ccccn2)cc1 (stereo unspecified)	-3%	7%
37	CCOc1ccc(-c2nnc(SCC(=O)Nc3cc(C)ccc3OC)o2)cc1	?	9%
39	CCn1cc2nc(SCc3cccc(C)c3)n(CCc3ccccc3)c(=O)c2n1	4%	-36%
53	COC(=O)c1ccccc1NS(=O)(=O)c1ccc2c(c1)CCCN2C(C)=O	-13%	4%
36	CCCCCn1c(=O)[nH]c2cc(C(=O)NCc3ccc(C)cc3)ccc2c1=O	1%	16%
32	COc1ccc(NC(=O)C2=C(C)C(=O)OC23CCN(C(C)C)CC3)cc1Cl	-4%	22%
33	Cc1cccc(NC(=O)C2CCCN(S(=O)(=O)c3c(C)n[nH]c3C)C2)c1 (stereo unspecified)	-2%	-1%
46	CC1CCN(S(=O)(=O)c2cc(C(=O)Nc3ccc(Br)cc3F)n(C)c2)CC1	-4%	-29%
51	COc1ccc(NC(=O)c2cnc(Nc3ccc(C)c(Cl)c3)c3ccccc23)c(OC)c1	-2%	3%
40	COc1cccc(Cn2c(Oc3cc(C)cc(C)c3)nc3c2c(=O)n(C)c(=O)n3C)c1	-2%	13%
43	COc1ccc(NC(=O)CSc2nc3c(oc4ccccc43)c(=O)n2-c2ccccc2)cc1OC	1%	6%
48	CCC(=O)N1CCc2cc(S(=O)(=O)CCC(=O)N3CCN(c4ccccc4Cl)CC3)ccc21	-3%	9%
47	O=C(CN1C(=O)C2(SCC(=O)N2c2ccc(F)c(F)c2)c2ccccc21)Nc1cccc(Cl)c1 (stereo unspecified)	-4%	-64%
41	CC(C)CN(CC(C)C)S(=O)(=O)c1ccc(C(=O)Nc2sc3c(c2C(N)=O)CCN(C(C)C)C3)cc1	0%	-24%
54	CCn1cc(C(=O)N2CCN(c3cc(C)ccc3C)CC2)c(=O)c2cc(S(=O)(=O)N(C)C3CCCCC3)ccc21	?	3%

Further results.
item	Structure	FLuc counter	BRCA1 expr act
57	O=C(CSc1ccnc(=O)[nH]1)NCc1ccc(F)cc1	-5%	4%
58	O=C(CSc1ncc2c(n1)-c1ccccc1N(Cc1ccc(F)cc1)S2(=O)=O)c1ccc(Br)cc1	-6%	-1%
59	Cn1c(C(=O)NCc2ccc(Cl)cc2)cc2c(=O)n(C)c3ccccc3c21	-4%	5%
60	Cc1ccc2[nH]c(=O)c3cc(C(=O)NCc4cccc(Cl)c4)sc3c2c1	1%	0%
61	CCN(C(=O)CSc1nc2ccccc2n1Cc1ccc(C(=O)OC)cc1)c1ccccc1	-3%	-1%
62	Cc1ccc2[nH]c(=O)c3cc(C(=O)N(C)c4ccc(Br)cc4)sc3c2c1	1%	-5%
63	CCOC(=O)c1ccc(N2C(=O)c3n[nH]c(-c4cccs4)c3C2c2ccc(O)c(OC)c2)cc1 (stereo unspecified)	20%	-78%
64	CC1=C(C(=O)OCC2CCCCC2)C(c2cccc(Cl)c2Cl)CC(=O)N1 (stereo unspecified)	0%	2%
65	Cc1csc2nc(COC(=O)c3ccc(F)cc3)cc(=O)n12	?	-8%
66	Cc1ccc(-c2nc(-c3cc4cccc(OCc5cccc(F)c5)c4oc3=O)no2)cc1	-7%	6%
67	COc1cc(Cl)c(C)cc1NC(=O)CNC(=O)Cn1ccc2ccccc2c1=O	0%	9%
68	COc1cccc(NC(=O)Cn2c(=O)n(CCc3ccc(OC)c(OC)c3)c(=O)c3ccccc32)c1	?	-15%
69	CCn1c(SCC(=O)c2ccccc2)nnc1-c1cccc(Cl)c1	?	0%
70	O=C(Nc1cccc(OCc2cc(=O)n3c4c(sc3n2)CCCC4)c1)c1ccc(F)cc1	?	16%
71	CC1=C(C(=O)Nc2ccccc2C)C(c2cccnc2)n2nc(SCc3ccccc3F)nc2N1 (stereo unspecified)	0%	-1%
72	Cc1ccc(NCc2cccn2-c2nnc(N3CCCCCC3)s2)cc1	?	10%
73	CCOC(=O)c1cc(S(=O)(=O)Nc2cc(C)c(Cl)cc2OC)[nH]n1	?	-30%
74	COc1ccc(C(=O)Nc2ccc3nc4c(c(Nc5ccc(OC)c(OC)c5)c3c2)CCCC4)c(OC)c1	-1%	7%
75	COCCNc1ccc(-c2nc(-c3ccco3)no2)cc1[N+](=O)[O-]	-15%	6%
76	Cc1ccc2oc(=O)n(CCNC(=O)Nc3ccccc3Cl)c2c1	-7%	0%
77	CC(=O)c1cccc(NC(c2ccc(F)cc2)c2nnc(-c3ccccc3)o2)c1 (stereo unspecified)	?	0%
78	Cc1cc(C)cc(-n2ccnc2SCC(=O)Nc2ccc3c(c2)OCO3)c1	-15%	11%
79	COc1cc(OC)cc(C(=O)N2CCN(C(=O)COc3ccccc3)CC2)c1	1%	9%
80	CCCOc1ccc(C(=O)Nc2cccc(-c3nc4ccccc4[nH]3)c2)cc1	4.8µM*	-21%
